ELG1 genotoxic: inducers of genotoxicity in HEK293T ELG1-luciferase cells; HEK293T ELG1-luciferase reporter, luminescence, 16 h; 330,000 tested, 1.3% active; AID 504466; Potency, µM (series often up to 46 µM), for the others: top-dose activity change, positive = activation, actives largely listed as activators; further: potency means the concentration at half of the fitted maximal effect; % of control where 0% means no effect; nearly all actives have a fitted effect of over 60% in size
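Step 1: seed 2,000 HEK293T ELG1-luciferase cells per well. Step 2: add compound or DMSO, incubate 16 hr at 37 °C. Step 3: ONE-Glo, 30 min at room temperature, read luminescence.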
TSG101-PTAP inh: blocks PTAP/TSG101 interaction to inhibit HIV-1 budding; 340,000 tested, under 10 active; Fluorescence polarization, FITC-PTAP peptide / Tsg101 binding; AID 493005; Potency, µM (titrated, usually from 115 µM), without a hit: at the highest dose activity change, negative = inhibition, actives largely listed as inhibitors; Q99816; active means well fitted inhibition curve with a large enough effect in the main read-out, with a control signal flat, not every such curve was filed as active; inconclusive means small, poorly fitted or top-dose-only effect, or effect the other way, or a change in a side signal; inactive means no such curve, though single readings can be large or run the other way; further: potency means the concentration at half of the fitted maximal effect; % of control where 0% means no effect
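FP read-out: FITC-PTAP peptide, 50 nM final, binding Tsg101 binding domain, 10 uM final; 20 min, r.t.; 10 mM HEPES pH 7.5, 0.15 M NaCl, 0.01% Tween 20, 3 mM EDTA, 0.1 mM TCEP.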
uPA generation: blocks generation of uPA at the cell surface; cell surface uPA generation assay, qHTS; Potency, µM (top dose mostly 38.3 µM), for inactives: at the highest dose activity change, negative = inhibition, hits mostly inhibitors; 330,000 tested, 0.31% active; active means well fitted inhibition curve with a large enough effect; inconclusive means small, poorly fitted or top-dose-only effect; inactive means no such curve, though single readings can be large or run the other way; tested in mouse RAW 264.7 cells; further: potency means the concentration at half of the fitted maximal effect; on the % scale 0 is the no-effect control and ±100 the full control effect; nearly all actives have a fitted effect of over 55% in size
TRPV1 agonist: activates the human vanilloid receptor TRPV1; activation, % at 8.33 µM; AID 540275; 320,000 tested, 0.19% active; TRPV1-expressing cells, Fluo-8 calcium influx, agonist mode; Q8NER1; in the data active means activation above about 80%; inconclusive means between about 30% and that limit; further: 0% is about no effect
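Fluo-8 calcium influx in TRPV1-expressing cells, kinetic read (ex 480/em 520 nm). Compound added and read 3 min for agonist activity, followed by capsaicin at EC20 final and 2 min further read for enhancement.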
p53 reactivation: re-activators of mutant p53 | H1299 p53-A138V BP100-luciferase reporter, luminescence, 24 h | 320,000 tested, 0.063% active | Potency, µM (top dose mostly 92.2 µM), without a hit: at the top dose activity change, positive = activation, usual class: activators; further: potency means the concentration at half of the fitted maximal effect; % of control where 0% means no effect; nearly all actives have a fitted effect of over 45% in size
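H1299 (p53-null), stable ts p53-A138V + BP100-Luc; 1000 cells/well, Opti-MEM/10% FBS; cpd 4 pt, 1:5; 24 h, 37 deg C, 5% CO2; detection reagent 10 min RT; luminescence.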
Eya2 phos inh: inhibitors of human Eya2 phosphatase activity | O00167 | recombinant Eya2, OMFP fluorescence dephosphorylation (OMFP is methylfluorescein phosphate) | Potency, µM (titrated, usually from 76.9 µM), for inactives: at the highest dose activity, negative = inhibition, usual class: inhibitors | 330,000 tested, 0.006% active | AID 488837; further: potency means the concentration at half of the fitted maximal effect; on the % scale 0 is the no-effect control and ±100 the full control effect
Target sequence (O00167 whole entry, looked up): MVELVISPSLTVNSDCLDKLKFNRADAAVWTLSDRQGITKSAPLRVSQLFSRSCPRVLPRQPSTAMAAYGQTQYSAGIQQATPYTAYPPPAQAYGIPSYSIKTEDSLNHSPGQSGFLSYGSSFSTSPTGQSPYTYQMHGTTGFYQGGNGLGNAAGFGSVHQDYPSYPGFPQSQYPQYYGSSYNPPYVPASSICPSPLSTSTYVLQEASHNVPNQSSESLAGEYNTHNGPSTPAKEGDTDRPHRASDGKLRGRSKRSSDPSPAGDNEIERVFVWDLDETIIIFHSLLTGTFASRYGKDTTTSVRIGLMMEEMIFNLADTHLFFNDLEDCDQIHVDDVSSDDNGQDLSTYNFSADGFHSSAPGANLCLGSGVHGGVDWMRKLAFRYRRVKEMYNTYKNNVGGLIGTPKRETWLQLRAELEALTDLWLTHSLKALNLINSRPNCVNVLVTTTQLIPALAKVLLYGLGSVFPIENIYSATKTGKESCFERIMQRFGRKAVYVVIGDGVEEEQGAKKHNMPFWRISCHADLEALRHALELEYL
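Eya2 protein (added as 0.2 uM solution) was preincubated with compound for 10 min at ambient temperature in 50 mM HEPES pH 7.5, 50 mM NaCl, 5 uM MgCl2, 0.05% BSA, 1 mM DTT. OMFP (added at 50 uM) then reacted 10 min; fluorescence read at 485/525 nm.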
USP2a inh: inhibitors of human ubiquitin-specific protease USP2a; Potency, µM (top dose mostly 38.3 µM), for inactives: at the highest dose activity change, negative = inhibition, actives largely listed as inhibitors; USP2 core, Ub-CHOP2 coupled fluorogenic reporter, 485/531; 330,000 tested, 0.01% active; AID 463254;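 further: potency means the concentration at half of the fitted maximal effect; plate controls were DMSO wells for no effect and full inhibition by NEM control for full effect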
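Deubiquitinase activity read as fluorescence (485/531 nm) after Ub-CHOP2 cleavage activates the enterokinase reporter on its substrate; USP2 core 10nM, Ub-CHOP2 and substrate 25nM each, 30min compound preincubation then 60min RT; data normalized to NEM, curves fitted.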
S-ASM inh: human S-ASM enzyme inhibition. P17405. placental ASM, HMU-PC fluorogenic substrate, 60 min. Potency, µM (doses to about 57.5 µM), without a hit: at the top dose activity change, negative = inhibition, actives largely listed as inhibitors. 340,000 tested, 0.006% active. AID 504937; further: potency means the concentration at half of the fitted maximal effect
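Steps: dispense placental human ASM, pin compound, wait 10 min at room temperature, add HMU-PC0 substrate at 9 uM final, incubate 60 min at 37 °C, add stop solution raising pH to 10, read fluorescence.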
BRCA1 expr act: increases BRCA1 expression | 380,000 tested, 1.1% active | MCF7-BRCA1-FFLuc reporter, luminescence, 48 h; response scale: scaled: vehicle 0%, 10 µM genistein 100% | Potency, µM (highest dose often 46.1 µM), for the others: at the top dose activation, actives largely listed as activators; further: potency means the concentration at half of the fitted maximal effect; nearly all actives have a fitted effect of over 80% in size; some results filed as inactive show a strong effect at the top dose
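MCF7-BRCA1-FFLuc, 2000 cells/well; 2 h attach, 37 °C/5% CO2; compound 48 h; luciferase substrate 15 min; luminescence end-point. Norm. to genistein 10 microM max activation and DMSO; concentration-response curves fitted.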
Integrin act MD: activates integrin-mediated alleviation for muscular dystrophy; alpha7betagal myoblasts, beta-gal FDG fluorescence, 48 h; Potency, µM (titrated, usually from 38.3 µM), without a hit: at the top dose activation, actives largely listed as activators; 350,000 tested, 0.064% active; AID 624291;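 further: potency means the concentration at half of the fitted maximal effect; 100% = response of the positive control SU9516; nearly all actives have a fitted effect of over 60% in size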
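alpha7betagal+/- myoblasts (passage 13, 250/well) treated 48 h at 37C with compounds at 1:260 dilution of DMSO stock. Lysed, then beta-galactosidase activity read as FDG fluorescence (ex 480/em 540) after 30 min, with pre-read for autofluorescence.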
B2AR arrestin: recruits beta-arrestin to the human beta2-adrenergic receptor; beta-arrestin recruitment to beta2AR, cell-based reporter; Potency, µM (doses to about 46.1 µM), inactives show at the top dose activation, most hits filed as activators; 330,000 tested, 0.02% active; AID 492947;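 further: potency means the concentration at half of the fitted maximal effect; 0% = DMSO controls and full agonism = EC100 isoproterenol or metaproterenol; nearly all actives have a fitted effect of over 65% in size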
Target sequence (P07550 whole entry, looked up): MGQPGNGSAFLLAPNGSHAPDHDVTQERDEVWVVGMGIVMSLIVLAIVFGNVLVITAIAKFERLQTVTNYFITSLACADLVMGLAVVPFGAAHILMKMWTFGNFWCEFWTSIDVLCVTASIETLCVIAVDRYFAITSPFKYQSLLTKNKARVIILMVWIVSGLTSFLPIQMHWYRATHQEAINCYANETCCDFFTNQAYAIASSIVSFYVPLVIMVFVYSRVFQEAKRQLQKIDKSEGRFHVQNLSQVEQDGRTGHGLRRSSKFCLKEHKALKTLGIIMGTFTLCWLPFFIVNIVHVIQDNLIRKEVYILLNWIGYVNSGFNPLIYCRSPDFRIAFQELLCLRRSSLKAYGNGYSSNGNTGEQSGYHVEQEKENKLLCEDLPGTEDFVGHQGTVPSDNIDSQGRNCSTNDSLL
The depositor's hits bear a star; u = inconclusive; x = no result given; [ ] = remark or other dose. Unless noted, the call rests on the fitted dose curve; in most records, active means well fitted curve in the direction sought with a large enough effect; inconclusive means small, poorly fitted or top-dose-only effect, or another doubt; inactive means no such curve, though single readings can be large; an effect the other way counts as inactive or inconclusive.

SMILES | ELG1 genotoxic | TSG101-PTAP inh | uPA generation | TRPV1 agonist | p53 reactivation | Eya2 phos inh | USP2a inh | S-ASM inh | BRCA1 expr act | Integrin act MD | B2AR arrestin
COc1ccccc1/C=C/C(=O)Nc1cccc(S(=O)(=O)NC2=NCCCCC2)c1 | -7.4% | -3.0% | 0.7% | -2.8 | -2.9% | -12.3% | -5.5% | -2.9% | -24.1% | -4.1% | 0.2%
Cc1nn2cc(-c3ccc(Cl)cc3)cnc2c1Cl | u | 1.3% | 5.1% | 3.7 | 24.4% | 5.9% | 3.7% | -0.1% | 3.16µM* | 21.8% | 0.2%
COC(=O)c1cc(NC(=O)CSc2nnc(N)s2)ccc1Cl | 1.0% | -0.8% | 3.4% | 14.9 | -7.5% | 6.0% | 2.3% | 1.0% | 0.0% | -19.7% | -0.2%
CCOC(=O)c1cnc(SCC(=O)Nc2ccc3c(c2)OCCO3)nc1N | 6.0% | -2.6% | -5.5% | 22.7 | -3.4% | -5.2% | 3.3% | 0.2% | -2.1% | -23.3% | 0.4%
NC(=O)C1CC(=O)N(c2ccc(OCC(=O)N3CCCC3)cc2)C1 (configuration not stated) | x | 0.0% | 1.1% | x | x | x | x | -4.0% | -25.6% | 1.3% | x
CCn1c(SCC(=O)Nc2ccc3c(c2)OCCO3)nnc1C(C)C | 0.1% | -3.1% | x | 0.5 | 3.1% | 3.4% | 1.9% | 1.2% | 0.0% | -4.7% | 0.0%
CCOc1ccc(NC(=O)CCNS(=O)(=O)c2ccc3c(c2)CCC(=O)N3)cc1 | 3.0% | -3.9% | -2.3% | -0.8 | 1.4% | -15.2% | 3.1% | 6.4% | -12.8% | 0.0% | -1.6%
O=C(COc1ccc2c3c(c(=O)oc2c1)CCC3)N[C@@H](CSCc1ccccc1)C(=O)O | 4.2% | -2.0% | 10.3% | 0.9 | 5.5% | 1.6% | 0.6% | -1.2% | 2.1% | 7.9% | -0.1%
CCOc1ccc(C(=O)NCC(=O)NCCSc2ccc(Br)cc2)cc1OCC | x | -3.3% | 2.1% | x | x | x | x | -3.1% | -44.1% | -31.5% | x
COc1ccc(NC(=O)c2cc(Br)c(Br)s2)cn1 | 2.5% | -1.5% | -2.1% | u | -4.2% | -8.1% | 2.2% | -4.5% | -33.4% | 25.9% | 0.1%
COc1ccc(CN2CCN(Cc3ccc(C(F)(F)F)cc3)CC2)c(OC)c1 | -11.6% | -0.9% | 7.8% | 7.4 | -1.9% | -14.1% | 0.7% | 2.6% | -41.5% | -67.5%[inhibitor] | -0.8%
O=Nc1[nH]c(=O)c(/C=C(\O)c2ccccc2)nc1NO | 8.9% | -4.9% | -12.5% | 2.6 | 5.5% | -9.8% | -0.6% | -2.7% | -32.5% | 37.1% | 5.9%
S=C1NCCOCCOCCOCCOCCN1 | -2.5% | -0.3% | 5.2% | 0.7 | 0.4% | 11.9% | 1.4% | -1.0% | 8.5% | 11.8% | -0.2%
Cc1ccc(C(=O)Nc2c[nH]c(=O)[nH]c2=O)cc1 | 9.5% | 1.4% | 2.8% | 5.0 | u | -5.9% | 1.9% | -1.3% | 19.8% | 4.6% | 0.5%
O=C(OCCc1cc2ccccc2c(=O)o1)c1cccc(Br)c1 | 4.9% | -5.0% | -20.2% | 9.4 | -10.2% | 11.1% | -8.5% | -3.4% | 0.0% | 27.7% | -0.4%
Nc1ccc(Br)cc1C(=O)O | -0.7% | -9.1% | 4.1% | 2.3 | -14.4% | 4.7% | 3.5% | 6.8% | 9.9% | 0.6% | -0.9%
CCn1c(N2CCN(C(=O)C34CC5CC(CC(C5)C3)C4)CC2)nc2ccccc21 | -33.0%[inhibitor] | -8.5% | -14.9% | 27.5 | -3.3% | -15.9% | 0.8% | -3.4% | -72.0% | 16.6% | -1.4%
O=C(COc1cc2oc(=O)cc(-c3ccccc3)c2cc1Cl)NCc1ccccn1 | -6.4% | -0.1% | 3.6% | 14.2 | -12.4% | 6.7% | 3.9% | -12.3% | 0.0% | 7.2% | -0.5%
Cc1ccc(CNC(=O)CNS(=O)(=O)c2cccc3nsnc23)cc1 | -1.6% | -0.4% | -0.1% | -6.6 | 5.8% | 10.5% | 1.1% | 1.3% | -47.5% | 5.2% | -0.5%
COc1ccc(S(=O)(=O)N2CCCC2)cc1C(C)C | -3.2% | -2.8% | 1.8% | 2.3 | -1.8% | -8.4% | 3.1% | -0.8% | 0.2% | -19.1% | 0.4%
O=C(c1cccnc1)c1ncc(C(F)(F)F)cc1Cl | 0.5% | 0.6% | 0.5% | 2.1 | -3.2% | 9.3% | 3.4% | 1.7% | 24.1% | -9.9% | -0.4%
CC1CCN(S(=O)(=O)c2ccc3c(c2)n(C)c(=O)n3C)CC1 | u | -5.5% | -7.6% | -2.4 | 17.7% | 13.8% | -0.3% | 1.5% | -20.3% | u | -0.3%
Nc1c(C(=O)CSc2ccccn2)c(=O)[nH]c(=O)n1C1CC1 | 3.0% | -3.0% | 1.5% | -2.8 | u | -6.8% | 0.5% | 6.0% | 58.4% | 1.3% | 0.2%
COc1cccc(Nc2c([N+](=O)[O-])cncc2[N+](=O)[O-])c1 | -7.0% | 0.4% | -6.3% | 0.0 | 6.7% | -1.7% | -2.8% | -1.9% | -35.4% | -25.1% | -0.3%
CCOC(=O)C1CCN(CC(O)COCc2ccc(Cl)cc2)CC1 (configuration not stated) | -2.9% | -0.8% | -2.6% | 0.0 | 11.4% | 3.3% | 0.0% | -0.2% | -1.8% | -41.8% | 0.3%
COc1ccc(N(CC(=O)O)S(=O)(=O)c2ccc(C)cc2)cc1Cl | -1.2% | -2.8% | 4.6% | 0.4 | -1.3% | 5.6% | 0.4% | 6.6% | -1.1% | 15.6% | 0.4%
CCCNC(=O)COCc1cc(-c2ccc3c(c2)OCO3)on1 | 12.9% | -1.4% | 1.5% | 4.2 | 10.3% | u | 4.6% | -2.3% | 38.0% | 12.8% | 0.2%
COCCCN(C(=S)Nc1c(C)cc(C)cc1C)C(C)c1ccncc1 (configuration not stated) | 0.1% | -1.2% | 4.4% | 2.4 | -4.9% | 4.7% | 2.2% | 0.2% | -9.8% | -3.5% | -1.1%
CC(=O)N1CCN(C(=O)c2ccco2)CC1 | -0.7% | -8.8% | 2.3% | -1.6 | 4.5% | -18.2% | -2.9% | 2.6% | 2.3% | -22.9% | -0.1%
O=C(C1CCCO1)N1CCN(S(=O)(=O)c2cccc3nsnc23)CC1 (configuration not stated) | -3.7% | -5.8% | 2.0% | -1.1 | 2.6% | -0.1% | 1.7% | 1.3% | -9.7% | 20.0% | 0.0%
Cc1ccc(OCC(=O)N(Cc2ccc(C)o2)C2CCS(=O)(=O)C2)cc1 (configuration not stated) | 0.2% | -2.9% | -24.5% | -1.6 | -5.3% | 2.6% | 1.0% | -1.1% | -0.4% | u | -0.6%
NNc1nc(-c2ccccc2)cc(-c2ccccc2)n1 | 0.3% | -9.7% | u | 12.6 | 1.0% | 7.4% | -12.0% | -3.5% | -44.9% | 0.0% | 0.0%
COc1cc(/C=C(\NC(C)=O)C(=O)Nc2ccc(NC(C)=O)cc2)ccc1OC(C)=O | 3.3% | -2.5% | -15.6% | -1.0 | -6.4% | 2.3% | 2.9% | 16.7% | 29.5% | -40.1%[inhibitor] | -1.2%
Cc1cc(C)nc(N(C#N)Cc2cccc([N+](=O)[O-])c2)n1 | 0.5% | -1.0% | 8.6% | -4.1 | 7.1% | -5.8% | -16.2% | 1.8% | -3.9% | 11.6% | 0.0%
O=[N+]([O-])c1ccc2nc(NS(=O)(=O)c3ccccc3[N+](=O)[O-])sc2c1 | 6.1% | -2.1% | -1.2% | 0.0 | u | -13.1% | 1.8% | 7.9% | u | 11.8% | -0.6%
COc1ccccc1CNC(=O)c1oc2ccc(S(=O)(=O)N3CCOCC3)cc2c1C | -8.2% | -3.8% | -1.8% | -6.0 | -4.1% | -3.2% | -1.7% | 18.5% | -5.6% | -5.4% | 0.0%

Compound profiles (already shown). Screens in order: ELG1 genotoxic	TSG101-PTAP inh	uPA generation	TRPV1 agonist	p53 reactivation	Eya2 phos inh	USP2a inh	S-ASM inh	BRCA1 expr act	Integrin act MD	B2AR arrestin
Results for O=C(c1cccnc1)c1ncc(C(F)(F)F)cc1Cl = 0.5%	0.6%	0.5%	2.1	-3.2%	9.3%	3.4%	1.7%	24.1%	-9.9%	-0.4%
Results for Cc1ccc(C(=O)Nc2c[nH]c(=O)[nH]c2=O)cc1 = 9.5%	1.4%	2.8%	5.0	u	-5.9%	1.9%	-1.3%	19.8%	4.6%	0.5%

High-throughput results as filed in PubChem BioAssay.
